PI4K2A block: blocks human PI4K2A kinase activity | purified PI4K2A, ADP-Glo luminescence, 1 h; hits give low values | activity change, negative = inhibition, % at 76.9 µM | hit rate 0.13% among 420,000; in the data active = activity change below about -50%; inconclusive = mostly about -30% to -49%;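 also: -100% = wells without enzyme as full effect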
Target sequence (Q9BTU6 whole entry, looked up): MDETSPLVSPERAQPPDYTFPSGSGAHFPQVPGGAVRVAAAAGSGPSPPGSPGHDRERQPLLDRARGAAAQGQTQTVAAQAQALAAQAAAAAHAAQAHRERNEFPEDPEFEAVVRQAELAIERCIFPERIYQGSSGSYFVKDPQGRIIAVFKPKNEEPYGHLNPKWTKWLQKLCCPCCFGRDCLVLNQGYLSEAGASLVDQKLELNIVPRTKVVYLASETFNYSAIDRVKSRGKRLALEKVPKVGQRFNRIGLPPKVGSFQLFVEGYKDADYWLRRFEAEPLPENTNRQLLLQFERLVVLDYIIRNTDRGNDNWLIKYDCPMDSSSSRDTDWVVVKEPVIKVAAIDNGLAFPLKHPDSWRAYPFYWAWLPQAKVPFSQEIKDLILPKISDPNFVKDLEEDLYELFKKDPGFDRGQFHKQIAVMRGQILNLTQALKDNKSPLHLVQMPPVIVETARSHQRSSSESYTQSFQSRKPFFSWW
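ADP-Glo luminescence measured ADP generated by PI4K2A enzyme (4 ug/mL before mixing) with 1.2 mM PI substrate (pre-mix) and 300 microM ATP (pre-mix). Tris pH7.5 buffer with MgCl2, Triton X-100; 1 h reaction at ambient temperature.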
RGS4 inhibitor: inhibitors of human regulator of G protein signaling 4 | P49798 | Transcreener GDP fluorescence polarization, RGS4-accelerated GTP hydrolysis | Potency, µM (highest dose often 114 µM), inactives show at the highest dose activity change, negative = inhibition, most hits filed as inhibitors | AID 504845 | hit rate 0.039% among 390,000; also: potency is read from the fitted curve at half-maximal effect; nearly all actives have a fitted effect of over 75% in size; some results filed as inactive show a strong effect at the top dose
Target sequence (P49798 whole entry, looked up): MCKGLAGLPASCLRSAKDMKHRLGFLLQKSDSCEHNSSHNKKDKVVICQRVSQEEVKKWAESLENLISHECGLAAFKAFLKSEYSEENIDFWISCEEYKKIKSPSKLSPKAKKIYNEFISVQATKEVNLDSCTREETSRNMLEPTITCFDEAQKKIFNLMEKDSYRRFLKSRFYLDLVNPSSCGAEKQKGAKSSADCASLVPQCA
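MLSMR compounds (23 nl, pin-transferred) preincubated 10 min at room temperature with a 500nM (2x) first reagent, then RGS4 at 900nM (2x) plus Transcreener GDP mix added; fluorescence polarization (620/688 nm) read before and after 90 min at 30 °C.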
G9a block: G9a (human) methyltransferase inhibition; AID 504332; hit rate 8.8% among 350,000; G9a H3K9 monomethylation, AlphaScreen, 2 h; Potency, µM (highest dose often 102 µM), inactives show at the top dose activity, negative = inhibition, usual class: inhibitors; Q96KQ7; also: potency is read from the fitted curve at half-maximal effect; nearly all actives have a fitted effect of over 75% in size
Target sequence (Q96KQ7 913-1193 limits assumed): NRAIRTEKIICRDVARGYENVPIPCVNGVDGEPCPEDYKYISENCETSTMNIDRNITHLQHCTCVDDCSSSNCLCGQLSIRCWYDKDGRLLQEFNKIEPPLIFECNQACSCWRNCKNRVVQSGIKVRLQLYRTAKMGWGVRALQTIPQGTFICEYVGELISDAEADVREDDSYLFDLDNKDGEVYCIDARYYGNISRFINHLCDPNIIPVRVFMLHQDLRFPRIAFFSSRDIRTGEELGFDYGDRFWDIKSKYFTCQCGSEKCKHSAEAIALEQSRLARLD
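Quantitative HTS format: methyltransferase activity on a biotin-tagged H3K9 peptide is measured by AlphaScreen, using a rabbit anti-monomethyl-H3K9 antibody with streptavidin donor and anti-IgG acceptor beads. Final levels are 20 nM enzyme, 500 nM peptide, 20 uM SAM; 2 h RT.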
ALOX12 inh: ALOX12 (human) lipoxygenase inhibition. P18054. purified 12hLO, xylenol orange hydroperoxide absorbance. Potency, µM (highest dose often 108 µM), without a hit: at the top dose activity change, negative = inhibition, most hits filed as inhibitors. hit rate 1.1% among 580,000. AID 1671190; also: potency is read from the fitted curve at half-maximal effect
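Purified human 12hLO at 150 nM in 25 mM Hepes, 0.01% Triton X-100, pH 7.0, preincubated 15 min at room temperature with compound. Reaction started with 40 uM arachidonic acid, 30 min at room temperature. Hydroperoxide measured by Fe-xylenol orange, 573/405 nm absorbance ratio.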
GLS inhibitor: inhibitors of human glutaminase (GLS); O94925; GLS enzymatic activity, qHTS titration; Potency, µM (series often up to 45.5 µM), for inactives: at the highest dose activity change, negative = inhibition, usual class: inhibitors; hit rate 0.21% among 410,000; also: potency is read from the fitted curve at half-maximal effect
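Coupled fluorescence readout: glutamate oxidase/HRP/Amplex Red detect glutamate formed by hKGA from L-glutamine (1 mM solution added). Buffer 45 mM KH2PO4 pH 8.2, 0.02% Tween-20; reads at t0 and 30 min RT.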
Starred values were filed as active, the others as inactive; i = inactive; ? = inconclusive; . = not tested or not shown; & = joins results of further samples; ! = a repeat was not active; [ ] = dose if it differs, or a comment. Unless noted, calls follow the shape of the dose curve; as a rule, active = well fitted curve in the direction sought with a large enough effect; inconclusive = small, poorly fitted or top-dose-only effect, or another doubt; inactive = no such curve, though single readings can be large; an effect the other way counts as inactive or inconclusive. Unless noted, % is scaled to controls: 0 for no effect and ±100 for the full control effect. Only part of the results is shown; the hit share may differ from the screen's.

Labels used below: A = PI4K2A block; B = RGS4 inhibitor; C = G9a block; D = ALOX12 inh; E = GLS inhibitor
CCCN1CCN(Cc2cc(C(C)=O)ccc2OC)CC1
  A: .	B: .	C: .	D: 10.0%	E: .

O=C1NCCCCCCN(Cc2ccncc2)[C@@H]2CN(C(=O)COc3ccccc3)CC[C@@H]12
  A: .	B: .	C: .	D: 86.1%[activator]	E: .

COCC(=O)NC[C@H]1C[C@@H]2CCN1C[C@@H]2CN1CCCC1
  A: .	B: .	C: .	D: 91.7%[activator][176 µM]	E: .

CC1(C)C(C(=O)N2CCC3(CC2)Nc2ccccc2NC3=O)C1(C)C
  A: .	B: .	C: .	D: 6.9%	E: .

COc1ccc(CCNCc2cccc(Br)c2)cc1
  A: .	B: .	C: .	D: 1.26µM*	E: .

COc1cc2c(cc1OCc1ccccc1)NC(=O)C21CCN(C(=O)C2CCC2)CC1
  A: .	B: .	C: .	D: -15.6%[176 µM]	E: .

Cc1ncc2c(n1)C[C@@H]1CC[C@H]2N1C(=O)CC1CCCC1
  A: .	B: .	C: .	D: 36.9%[activator]	E: .

O=C(Nc1ccccc1)c1cn(Cc2ccccc2)nn1
  A: .	B: .	C: .	D: ?	E: .

C[C@]12Cc3cn[nH]c3C[C@@H]1CC[C@@H]1[C@H]2CC[C@@]2(C)[C@H]1CC[C@]2(C)O
  A: .	B: .	C: .	D: -2.0%[57.4 µM]	E: .

COc1cccc(-c2cc(C(F)F)n3ncc(C#N)c3n2)c1
  A: .	B: .	C: .	D: 23.0%	E: .

CNc1ccc(OC2CCNCC2)nc1
  A: .	B: .	C: .	D: ?	E: .

COC(=O)[C@@H]1[C@@H](CO)[C@@H]2Cn3c(ccc(Br)c3=O)[C@@H]2N1C
  A: .	B: .	C: .	D: ?	E: .

CCCc1c(C)nc(N2CCN(CC)CC2)[nH]c1=O
  A: .	B: .	C: .	D: -11.0%	E: .

COc1cc2c(cc1OCc1ccccc1)N([S+](=O)([O-])c1cn(C)cn1)CC21CCN(C)CC1
  A: .	B: .	C: .	D: ?	E: .

CC(C)Cc1nc(N2CCNCC2)c(C#N)c2c1CCCC2
  A: .	B: .	C: .	D: 78.3%[activator]	E: .

O=C(Nc1ccc(=O)n2c1[C@@H]1C[C@@H](CN(S(=O)(=O)c3ccccc3)C1)C2)c1ccccc1
  A: .	B: .	C: .	D: 20.9%	E: .

Cc1nc2ccccc2c(=O)n1-c1ccccc1Cl
  A: i	B: .	C: .	D: .	E: -11.1%[99.4 µM]

O[C@H]1CCCC[C@H]1N1CCC(c2ccccc2)CC1
  A: .	B: .	C: 13.7%[21.5 µM]	D: 0.0%	E: .

c1csc(CN2CCCC3(CCNCC3)C2)n1
  A: .	B: .	C: 7.8%[12.7 µM]	D: -0.9%[57.4 µM]	E: .

COc1ccc2[nH]cc(CCNCc3ccc(Br)cc3)c2c1
  A: .	B: .	C: ?	D: ?	E: .

CC(C)C[C@H](NC(=O)[C@H](Cc1ccccc1)NC(=O)CNC(=O)[C@H](C)NC(=O)[C@@H](N)Cc1ccc(O)cc1)C(=O)O
  A: .	B: .	C: 35.3%[59 µM]	D: 10.5%[12.5 µM]	E: .

CCCCC[C@@H](/C=C/C=C\CCCCCCCC(=O)O)OO
  A: .	B: .	C: 26.6%[59 µM]	D: -2.3%[2.23 µM]	E: .

c1cc(CN2CCCC3(CCNCC3)C2)ccn1
  A: .	B: .	C: -8.7%[12.7 µM]	D: 12.4%[57.4 µM]	E: .

CN1CCCC2(CCN(C(=O)c3csnn3)CC2)C1
  A: .	B: .	C: -3.3%[12.7 µM]	D: -1.6%[57.4 µM]	E: .

C=C(C)[C@]12C[C@@H](C)[C@@]34O[C@](Cc5ccccc5)(O[C@@H]1[C@@H]3C=C(COC(=O)Cc1ccc(O)c(OC)c1)C[C@]1(O)C(=O)C(C)=C[C@@H]41)O2
  A: .	B: .	C: ?	D: ?	E: .

CCCCC/C=C\C/C=C\C/C=C\CCCCCCC(=O)NCCO
  A: .	B: .	C: 28.1%[59 µM]	D: -15.1%[12.5 µM]	E: .

CC(C)CN1CCC2(CC1)CCN(C(=O)Oc1ccccc1)CC2
  A: .	B: .	C: -6.9%[12.7 µM]	D: 0.9%[57.4 µM]	E: .

CCCCC/C=C\C/C=C\C/C=C\C/C=C\CCCC(=O)NCCCC(=O)O
  A: .	B: .	C: -4.6%[59 µM]	D: ?	E: .

O=C(Oc1ccccc1)N1CCC2(CC1)CN(Cc1ccncc1)C2
  A: .	B: .	C: 37.1%[12.7 µM]	D: -1.9%[57.4 µM]	E: .

C=CCc1ccc2c(c1)OCO2
  A: .	B: .	C: -4.3%[2.33 µM]	D: -6.8%	E: .

9 structures already listed, arranged by SMILES length, lowest first.
Labels used below: A = PI4K2A block; B = RGS4 inhibitor; C = G9a block; D = ALOX12 inh; E = GLS inhibitor
C=CCc1ccc2c(c1)OCO2
  A: .	B: .	C: -4.3%[2.33 µM]	D: -6.8%	E: .

c1csc(CN2CCCC3(CCNCC3)C2)n1
  A: .	B: .	C: 7.8%[12.7 µM]	D: -0.9%[57.4 µM]	E: .

CN1CCCC2(CCN(C(=O)c3csnn3)CC2)C1
  A: .	B: .	C: -3.3%[12.7 µM]	D: -1.6%[57.4 µM]	E: .

COc1ccc2[nH]cc(CCNCc3ccc(Br)cc3)c2c1
  A: .	B: .	C: ?	D: ?	E: .

CCCCC/C=C\C/C=C\C/C=C\CCCCCCC(=O)NCCO
  A: .	B: .	C: 28.1%[59 µM]	D: -15.1%[12.5 µM]	E: .

CC(C)CN1CCC2(CC1)CCN(C(=O)Oc1ccccc1)CC2
  A: .	B: .	C: -6.9%[12.7 µM]	D: 0.9%[57.4 µM]	E: .

O=C(Oc1ccccc1)N1CCC2(CC1)CN(Cc1ccncc1)C2
  A: .	B: .	C: 37.1%[12.7 µM]	D: -1.9%[57.4 µM]	E: .

CC(C)C[C@H](NC(=O)[C@H](Cc1ccccc1)NC(=O)CNC(=O)[C@H](C)NC(=O)[C@@H](N)Cc1ccc(O)cc1)C(=O)O
  A: .	B: .	C: 35.3%[59 µM]	D: 10.5%[12.5 µM]	E: .

C=C(C)[C@]12C[C@@H](C)[C@@]34O[C@](Cc5ccccc5)(O[C@@H]1[C@@H]3C=C(COC(=O)Cc1ccc(O)c(OC)c1)C[C@]1(O)C(=O)C(C)=C[C@@H]41)O2
  A: .	B: .	C: ?	D: ?	E: .

Remaining list, next part:
Labels used below: A = PI4K2A block; B = RGS4 inhibitor; C = G9a block; D = ALOX12 inh; E = GLS inhibitor
c1ccc(N2CCCC3(CCNCC3)C2)cc1
  A: .	B: .	C: -8.7%[12.7 µM]	D: -6.7%[57.4 µM]	E: .

CCOC(=O)CN1C(=O)CC(C[C@@H](O)C2C[C@@H](C)C[C@H](C)C2=O)CC1=O (some centres undefined)
  A: .	B: .	C: ?	D: 6.9%[176 µM]	E: .

c1cncc(C2CCCN2)c1 (centres undefined)
  A: .	B: .	C: ?	D: 19.7%	E: .

CC(C)NC(=O)N1CC[C@@]2(CCCNC2)C1
  A: .	B: .	C: -14.1%[12.7 µM]	D: -10.4%[57.4 µM]	E: .

CCCCCOc1c(OC)ccc2cc(C(=O)NCc3ccc4c(c3)OCO4)c(=O)[nH]c12
  A: .	B: .	C: 35.9%[59 µM]	D: 0.0%	E: .

C[N+]1([O-])CCC[C@@H]1c1cccnc1 (some centres undefined)
  A: .	B: .	C: 32.4%[59 µM]	D: 12.2%	E: .

COc1ccc(-n2nc(C(F)(F)F)cc2-c2ccc(Cl)cc2)cc1
  A: .	B: .	C: 74.4%[activator]	D: 73.8%[activator]	E: .

COC(=O)N1CCC2(CCCN(C)C2)CC1
  A: .	B: .	C: 31.7%[12.7 µM]	D: -5.9%[57.4 µM]	E: .

CC(C)(C)NC[C@H](O)COc1cccc2[nH]c(C#N)cc12
  A: .	B: .	C: 30.5%[59 µM]	D: 5.2%	E: .

c1ccc(N2CCCC3(CCNCC3)C2)nc1
  A: .	B: .	C: -1.4%[12.7 µM]	D: -2.1%[57.4 µM]	E: .

COc1ccccc1CN1CCCC2(CCN(C(=O)Oc3ccccc3)CC2)C1
  A: .	B: .	C: -5.0%[12.7 µM]	D: 0.8%[57.4 µM]	E: .

O=C(Nc1cccc(F)c1)N1CC2(CCNCC2)C1
  A: .	B: .	C: -5.8%[12.7 µM]	D: ?	E: .

O=C(Oc1ccccc1)N1CCC[C@@]2(CCN(C(c3ccccc3)c3ccccc3)C2)C1
  A: .	B: .	C: 7.7%[12.7 µM]	D: -12.6%[57.4 µM]	E: .

CNCC/C=C\c1cccnc1
  A: .	B: i	C: .	D: 25.1µM*	E: .

Ic1cncc(OC[C@@H]2CCN2)c1
  A: .	B: i	C: .	D: ?	E: .

C(=C/c1ccccc1)/CN1CCN(CCOC(c2ccccc2)c2ccccc2)CC1
  A: .	B: i	C: .	D: ?	E: .

CC(C)[C@@]1(NC(=O)[C@@H]2C[C@H]3c4cccc5[nH]cc(c45)C[C@@H]3N(C)C2)O[C@@]2(O)[C@H]3CCCN3C(=O)[C@H](Cc3ccccc3)N2C1=O
  A: .	B: .	C: .	D: ?	E: .

N[C@H](Cc1o[nH]c(=O)c1Cl)C(=O)O
  A: .	B: i	C: .	D: ?	E: .

C=C(C)[C@H]1CN[C@H](C(=O)O)[C@@H]1CC(=O)O
  A: .	B: i	C: .	D: ?	E: .

COc1ccc(C(=O)c2c(C)n(CCN3CCOCC3)c3cc(I)ccc23)cc1
  A: .	B: 65.9%[activator][56.9 µM]	C: .	D: ?	E: .

COC(=O)/C=C\C(=O)N[C@@H]1CC[C@@]2(O)[C@H]3Cc4ccc(O)c5c4[C@@]2(CCN3CC2CC2)[C@@H]1O5
  A: .	B: i	C: .	D: 108.7%[activator]	E: .

Clc1ccc([C@@H]2C[C@H]3CC[C@@H]2N3)cn1
  A: .	B: .	C: .	D: 2.8%[176 µM]	E: .

CN1CC[C@@H]2CN3CCc4cccc(c43)[C@H]2C1
  A: .	B: i	C: .	D: 91.8%[activator]	E: .

O=C(O)/C=C\CO
  A: .	B: 43.9%[activator][56.9 µM]	C: .	D: 0.0%	E: .

Oc1ccc2c3c1O[C@H]1c4c(c5ccccc5n4Cc4ccccc4)C[C@]4(O)[C@H](C2)N(CC2CC2)CC[C@@]314
  A: .	B: i	C: .	D: 0.0%	E: .

Cc1o[nH]c(=O)c1C[C@H](N)C(=O)O
  A: .	B: i	C: .	D: ?	E: .

C[C@]12Cc3cn4c(nc3C=C1CCC1C2CC[C@@]2(C)[C@H]1CC[C@@]2(O)C#N)nc1ccccc14 (some centres undefined)
  A: 2.7	B: ?	C: ?	D: .	E: .

N#C/C(=C\c1ccc(O)c(O)c1)C(=O)NCCCNC(=O)/C(C#N)=C/c1ccc(O)c(O)c1
  A: -11.4	B: ?	C: 1.68µM*	D: .	E: .

O=[N+]([O-])c1ccc(O[C@@H]2O[C@H](CO)[C@@H](O)[C@H](O)[C@H]2F)c([N+](=O)[O-])c1
  A: -3.5	B: -13.8%[56.9 µM]	C: 23.8µM*!	D: .	E: .

NC(Cc1ccc(N(CCCl)CCCl)cc1)C(=O)O (centres undefined)
  A: 4.9&-12.3	B: ?	C: 10.6µM*!	D: .	E: .

COc1ccc2c(c1)[C@@]13CCCC[C@H]1[C@@H](C2)NCC3
  A: 1.1	B: 2.3%[56.9 µM]	C: 46.9%[activator][12.7 µM]	D: .	E: .

From PubChem BioAssay
